# Rab9 prom act: Rab9 promoter activation; Huh7 Rab9 promoter-luciferase reporter, luminescence, 24 h; Potency, µM (doses to about 9.22 µM), for the others: top-dose activation, negative = inhibition, actives largely listed as activators; hit rate 2.8% among 320,000; AID 485297; note: potency is the fitted concentration of half-maximal effect; % of control where 0% means no effect; nearly all actives have a fitted effect of over 60% in size
#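 Using Huh7 cells stably transfected with Rab9 promoter–luciferase, compounds were incubated 24 h at 37 °C, 5% CO2; luciferase luminescence was read 10 min after reagent addition.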
# Tb PFK inh: T. brucei PFK enzyme inhibition. T. brucei PFK, ADP-Glo luminescence. Potency, µM (titrated, usually from 57.5 µM), inactives show top-dose activity, negative = inhibition, usual class: inhibitors. hit rate 0.17% among 330,000. AID 485367;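 note: potency is the fitted concentration of half-maximal effect; 0% = uninhibited 1x PFK enzyme wells and -100% = no-enzyme wells; nearly all actives have a fitted effect of over 60% in size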
#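 Luminescent ADP detection (ADP-Glo, two-step: ATP depletion then ADP-to-ATP conversion for luciferase) reported PFK activity after 45 min room-temperature reaction of 1.25 nM enzyme with 0.5 mM F6P and 0.1 mM ATP at pH 8.0.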
# FLuc modulator: firefly luciferase modulation, counter-screen for miR-21 project; P08659; AID 588342; hit rate 6.9% among 360,000; purified FLuc, Km substrates, luminescence inhibition; Potency, µM (titrated, usually from 57.5 µM), inactives show at the top dose activity change, negative = inhibition, actives largely listed as inhibitors;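 note: potency is the fitted concentration of half-maximal effect; plate controls were vehicle for no effect and reference inhibitor for full effect; nearly all actives have a fitted effect of over 55% in size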
# Target sequence (P08659 whole entry, looked up): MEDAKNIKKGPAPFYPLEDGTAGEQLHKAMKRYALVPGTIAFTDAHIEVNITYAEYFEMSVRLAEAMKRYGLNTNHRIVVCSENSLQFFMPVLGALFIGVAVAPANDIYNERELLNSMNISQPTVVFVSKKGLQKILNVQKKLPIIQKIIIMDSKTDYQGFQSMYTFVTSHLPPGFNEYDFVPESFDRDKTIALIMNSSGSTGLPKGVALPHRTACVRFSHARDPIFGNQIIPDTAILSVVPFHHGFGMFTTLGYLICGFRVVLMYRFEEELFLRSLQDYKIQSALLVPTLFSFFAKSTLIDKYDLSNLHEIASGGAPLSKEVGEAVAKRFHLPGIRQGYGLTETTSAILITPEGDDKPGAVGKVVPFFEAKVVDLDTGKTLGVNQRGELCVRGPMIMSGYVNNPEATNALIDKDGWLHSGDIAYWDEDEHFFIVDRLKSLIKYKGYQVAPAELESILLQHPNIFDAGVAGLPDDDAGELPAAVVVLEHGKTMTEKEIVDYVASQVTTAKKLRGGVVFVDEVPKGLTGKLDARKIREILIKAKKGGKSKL
#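 Biochemical qHTS of compounds, final roughly 60 µM downward over six points, against 10 nM purified firefly luciferase using Km concentrations of substrates (10 uM D-luciferin, 10 uM ATP) in Tris acetate pH 7.5 buffer; luminescence output.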
# ELG1 repair inh: ELG1-dependent DNA repair inhibition | Potency, µM (series often up to 46.1 µM), for the others: at the top dose activity change, negative = inhibition, most hits filed as inhibitors | HEK293T ELG1-luciferase reporter, luminescence, 16 h; DNA damage induced by 5-fluorouridine | AID 504467 | hit rate 2.3% among 330,000; note: potency is the fitted concentration of half-maximal effect; % is set by controls: 0 for no effect and ±100 for the full control effect; nearly all actives have a fitted effect of over 55% in size
#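 Luminescence from the luciferase reporter, measured 30 min after ONE-Glo reagent at room temperature, was the read-out. Beforehand, 2,000 cells per well were exposed for 16 hr at 37 °C to 5-fluorouridine together with compound or vehicle.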
# BRCA1 expr up: activators of BRCA1 expression. AID 624202. hit rate 1.1% among 380,000. MCF7-BRCA1-FFLuc reporter, luminescence, 48 h; response scale: scaled: vehicle 0%, 10 µM genistein 100%. Potency, µM (titrated, usually from 46.1 µM), for inactives: at the highest dose activation, most hits filed as activators; note: potency is the fitted concentration of half-maximal effect; nearly all actives have a fitted effect of over 80% in size; some results filed as inactive show a strong effect at the top dose
#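 MCF7 cells carrying a BRCA1-firefly luciferase reporter (2000 cells/well, phenol-red free MEM) were attached for 2 h at 37 °C, then given compounds for 48 h. Luminescence was read 15 min after luciferase reagent; activity normalized to genistein (10 microM) and DMSO.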
# ELG1 genotoxic: genotoxicity induction in ELG1-luciferase HEK293T cells; hit rate 1.3% among 330,000; HEK293T ELG1-luciferase reporter, luminescence, 16 h; Potency, µM (titrated, usually from 46 µM), inactives show at the highest dose activity change, positive = activation, hits mostly activators; note: potency is the fitted concentration of half-maximal effect; % of control where 0% means no effect; nearly all actives have a fitted effect of over 60% in size
#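 Cells (2,000/well) expressing the ELG1-luciferase fusion are dosed by pin tool and kept 16 hr at 37 °C, 5% CO2. Signal comes from ONE-Glo luciferase reagent after 30 min at room temperature.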
# p53 reactivation: mutant p53 re-activation in reporter cells; hit rate 0.063% among 320,000; H1299 p53-A138V BP100-luciferase reporter, luminescence, 24 h; Potency, µM (doses to about 92.2 µM), without a hit: top-dose activity change, positive = activation, actives largely listed as activators; note: potency is the fitted concentration of half-maximal effect; % of control where 0% means no effect; nearly all actives have a fitted effect of over 45% in size
#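 H1299 (p53-null), stable ts p53-A138V + BP100-Luc; 1000 cells/well, Opti-MEM/10% FBS; cpd 4 pt, 1:5; 24 h, 37 deg C, 5% CO2; detection reagent 10 min RT; luminescence.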
# TRPV1 agonist: activates the human vanilloid receptor TRPV1 | Q8NER1 | TRPV1-expressing cells, Fluo-8 calcium influx, agonist mode | activation, % at 8.33 µM | hit rate 0.19% among 320,000 | AID 540275; in the data active = activation above about 80%; inconclusive = between about 30% and that limit; note: 0% is about no effect
#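 TRPV1-expressing cells were cultured overnight at 35.5C and loaded with Fluo-8 calcium dye for 40 to 90 min at room temperature. After a 10 s baseline, compound was added and calcium influx was read kinetically for 3 min (ex 480/em 520 nm).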
# RORgamma inh: blocks mouse ROR gamma transcriptional activity | Drosophila S2 Gal4-RORgamma UAS-luciferase reporter, 20 h | Potency, µM (top dose mostly 53.6 µM), for inactives: at the highest dose activity change, negative = inhibition, actives largely listed as inhibitors | hit rate 5.4% among 310,000 | P51450; note: potency is the fitted concentration of half-maximal effect; % is set by controls: 0 for no effect and ±100 for the full control effect; nearly all actives have a fitted effect of over 60% in size
# Target sequence (P51450 whole entry, looked up, the tested form may be a part): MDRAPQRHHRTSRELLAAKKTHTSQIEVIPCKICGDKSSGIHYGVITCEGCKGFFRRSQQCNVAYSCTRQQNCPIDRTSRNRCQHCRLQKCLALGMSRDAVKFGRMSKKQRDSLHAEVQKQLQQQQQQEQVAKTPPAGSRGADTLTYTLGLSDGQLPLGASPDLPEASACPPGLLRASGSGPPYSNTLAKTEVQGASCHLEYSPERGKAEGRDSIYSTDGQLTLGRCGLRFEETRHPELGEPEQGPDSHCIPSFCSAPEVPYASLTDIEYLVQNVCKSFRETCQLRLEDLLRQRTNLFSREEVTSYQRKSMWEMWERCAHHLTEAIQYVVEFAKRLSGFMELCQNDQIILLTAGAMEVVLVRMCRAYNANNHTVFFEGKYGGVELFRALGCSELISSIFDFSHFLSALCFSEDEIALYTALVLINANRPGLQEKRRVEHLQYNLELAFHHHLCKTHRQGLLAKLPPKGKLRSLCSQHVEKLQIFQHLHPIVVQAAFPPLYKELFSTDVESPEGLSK
#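 Using a luciferase readout, inhibitors were identified by reduced reporter activity in Drosophila cells coexpressing a copper-inducible Gal4–ROR gamma fusion and UAS-driven Photinus luciferase, incubated 20 hr after 700 uM copper sulfate.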
# Gal4-VP16 FLuc: inhibits Gal4-VP16 luciferase reporter, ROR gamma counter-screen; AID 2546; Potency, µM (titrated, usually from 53.6 µM), for inactives: at the highest dose activity, negative = inhibition, usual class: inhibitors; Drosophila S2 Gal4-VP16 UAS-luciferase, luminescence, 20 h; hit rate 3.5% among 310,000;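 note: Gal4-VP16 expression switched on by copper sulfate through the metallothionein promoter; potency is the fitted concentration of half-maximal effect; % is set by controls: 0 for no effect and ±100 for the full control effect; nearly all actives have a fitted effect of over 50% in size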
# NPC1 promoter act: activators of NPC1 promoter; Huh7 NPC1 promoter luciferase reporter, 24 h; Potency, µM (series often up to 9.22 µM), for the others: top-dose activation, hits mostly activators; hit rate 2.4% among 320,000; AID 485313;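 note: potency is the fitted concentration of half-maximal effect; % of control where 0% means no effect; nearly all actives have a fitted effect of over 60% in size; reporter is driven by a mutant NPC1 promoter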
#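 Stable NPC1-promoter luciferase Huh7 line; cpd (DMSO) 24 h, 37 °C, 5% CO2; Amplite luciferase reagent 10 min RT; luminescence readout. qHTS format.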
# * = called active by the depositor; ? = inconclusive; · = no result given; [ ] = another dose, or the depositor's remark. Unless noted, calls come from the whole dose curve; as a rule, active = well fitted curve in the direction sought with a large enough effect; inconclusive = small, poorly fitted or top-dose-only effect, or another doubt; inactive = no such curve, though single readings can be large; an effect the other way counts as inactive or inconclusive.
cpd | Molecule | FLuc modulator | ELG1 repair inh | ELG1 genotoxic | BRCA1 expr up | p53 reactivation | Gal4-VP16 FLuc | RORgamma inh | Tb PFK inh | TRPV1 agonist | Rab9 prom act | NPC1 promoter act
1 | COc1ccc2oc(=O)c(C(=O)N3CCN(C(=O)c4ccco4)CC3)cc2c1 | 0% | 1% | -3% | 10% | -1% | -4% | 10% | -18% | 5 | -3% | 0%
2 | O=C(NCc1cccc(C(F)(F)F)c1)c1ccc[nH]1 | 3% | 7% | -2% | 29% | -8% | 21% | 16% | -28% | 12 | -2% | 0%
3 | Cc1cc(CN(C)C(=O)CC2C(=O)NCCN2CC(c2ccccc2)c2ccccc2)on1 (stereo not given) | 1% | -2% | 0% | 0% | -1% | 0% | -1% | -11% | 23 | -6% | -2%
4 | Cc1ccc(NC(=S)N(CCCN2CCCC2)Cc2cccn2Cc2ccc(Cl)cc2)cc1C | 1% | 18% | -4% | -15% | 8% | -1% | -17% | -2% | 13 | -7% | -8%
5 | CCN(CC(=O)Nc1ccc2c(c1)OCCO2)C(=O)COc1cc(C)ccc1Cl | -17% | -15% | 0% | -19% | 4% | · | · | 0% | 19 | -4% | 1%
6 | CCOC(=O)Cc1csc(NC(=O)CN2CCOCC2)n1 | 4% | 15% | -1% | 18% | 5% | -7% | -30% | 6% | -1 | -2% | 2%
7 | CN(C)c1ccc(C2NCCS2)cc1 (stereo not given) | ? | 22% | 5% | 4% | 17% | -4% | 0% | -1% | 1 | 0% | 1%
8 | O=C(NC1CCS(=O)(=O)C1)Oc1ccccc1 (stereo not given) | 7% | -3% | -2% | -14% | -1% | -10% | -23% | 2% | -1 | 0% | 2%
9 | COc1ccc(-n2nnnc2SCC(=O)NC2CCS(=O)(=O)C2)cc1 (stereo not given) | · | 0% | 2% | 10% | 1% | · | · | -3% | · | · | ·
10 | C[C@@H]1NS(=O)(=O)[C@H]2C[C@@H]3C=C[C@]2(O3)[C@H]1OC(=O)Nc1ccc(C(F)(F)F)cc1[N+](=O)[O-] | -2% | -1% | -1% | 0% | -1% | · | · | -3% | -1 | 1% | 1%
11 | COc1ccc(CNC(=O)CCN2C(=O)c3ccccc3C2=O)cc1 | -2% | 18% | 0% | 6% | -3% | 4% | -10% | -1% | 1 | 1% | -4%
12 | O=C1CC(c2ccccc2)C(C(=O)Nc2ccccc2F)N1 (stereo not given) | 5% | 4% | 1% | 0% | -9% | -9% | -33% | 0% | 0 | -10% | -5%
13 | COc1ccc(C(=O)Nc2cc(OC)ccc2OC)cc1 | 24µM* | ? | 3% | -7% | ? | 4% | 15% | 3% | 9 | 17% | -2%
14 | CN(c1ccccc1)S(=O)(=O)c1cccc(C(=O)OCC(=O)Nc2ccc3[nH]c(=O)[nH]c3c2)c1 | 6% | 11% | -9% | -5% | 2% | · | · | -11% | -4 | -9% | 5%
15 | Cc1cc(C(=O)Nc2ccc(N3CCOCC3)c(Cl)c2)c(C)o1 | 6.7µM* | ? | ? | ? | 4% | -24% | 3.2µM* | 5% | ? | 2.8µM* | ?
16 | CCCC(=O)N1CC(=O)Nc2ccc(C)cc2C1c1ccc(F)cc1 (stereo not given) | 5% | -15% | 1% | 0% | 9% | 5% | 8% | -4% | 6 | 0% | 0%
17 | CC(=O)N/C(=C\c1ccc(Cl)cc1)C(=O)O | -1% | 26% | -2% | -7% | -2% | 7% | 0% | 2% | 1 | -2% | -1%
18 | O=C(Nc1ccc2c(c1)OCCO2)C1CCCN(S(=O)(=O)Cc2ccccc2)C1 (stereo not given) | ? | 1% | ? | -15% | 7% | -12% | 7% | 0% | 6 | 11% | 11%
19 | Cc1ccc(Cl)cc1N1CCN(Cc2nc3c(c(=O)[nH]c(=O)n3C)n2Cc2ccccc2F)CC1 | -1% | ? | -20% | 3% | 0% | -20% | ? | -1% | 4 | -6% | 0%
20 | COc1ccc(C2C(C(=O)NCc3ccco3)c3ccccc3C(=O)N2C)cc1 (stereo not given) | -1% | 13% | 0% | -15% | 5% | -15% | 19% | 3% | 0 | 3% | -3%

# Values by screen from above:
# FLuc modulator for entries 6 to 10 → 4%, ?, 7%, ·, -2%
# NPC1 promoter act for entries 6 to 10 → 2%, 1%, 2%, ·, 1%

# (cont.)
cpd | Molecule | FLuc modulator | ELG1 repair inh | ELG1 genotoxic | BRCA1 expr up | p53 reactivation | Gal4-VP16 FLuc | RORgamma inh | Tb PFK inh | TRPV1 agonist | Rab9 prom act | NPC1 promoter act
21 | Cc1ccc(C(=O)C=CNNC(=O)c2ccccc2)cc1 | 24µM* | ? | -1% | 75% | · | 7.1µM* | 13µM* | 2% | 9 | 9% | 12%
22 | COc1cc(Cl)c(C)cc1NC(=O)CSc1nnc(CCC(=O)O)c(=O)[nH]1 | ? | 4% | -1% | -15% | 5% | 2% | 15% | 6% | -1 | 3% | 0%
23 | CC1=C(C(=O)OCCCCCl)C(c2cc3c(cc2Br)OCO3)NC(=O)N1 (stereo not given) | 5% | ? | 2% | -19% | · | -2% | 30% | 1% | 0 | 0% | -1%
24 | O=C(O)CC(NNC(=O)c1ccccc1)C(=O)Nc1cccc([N+](=O)[O-])c1 (stereo not given) | -3% | 3% | 1% | 33% | 11% | 27% | -42% | 3% | 3 | 0% | -2%
25 | O=C(COC(=O)c1ccc([N+](=O)[O-])s1)Nc1ccc(F)cc1 | 4% | ? | -2% | -10% | 2% | · | · | -14% | 15 | -3% | 0%
26 | O=C(COC(=O)C1CC1)Nc1ccc(N=Nc2ccccc2)cc1 | ? | ? | 21µM* | 2.5µM* | ? | -2% | 2% | -6% | 9 | 0.63µM* | 3.5µM*
27 | CC(=O)Nc1ccc(S[C@@H](CCN2CC[C@H](C(C)(C)C)CCC2=O)c2ccccc2)cc1 | -14% | ? | -3% | -37% | 8% | · | · | ? | ? | -2% | 0%
28 | Cc1nnc(-c2ccco2)c2cn(-c3cccc(Br)c3)nc12 | 5% | ? | 2% | -16% | -2% | -7% | 3% | -1% | ? | -10% | 0%
29 | CC(C)(C)NC(=O)C(OC(=O)c1ccco1)c1ccccc1F (stereo not given) | 1% | 14% | -1% | -2% | 8% | -2% | 17% | -2% | 1 | 3% | -2%
30 | COC(=O)c1ccc(C2/C(=C(/O)c3ccc(OC)cc3)C(=O)C(=O)N2c2cc(C)on2)cc1 (stereo not given) | 0% | 2% | -2% | 14% | -9% | -4% | 23%[10 µM] | 0% | 1 | 5% | 10%
31 | Fc1ccc(-n2c(-c3ccc4ccccc4n3)n[nH]c2=S)cc1Cl | -17% | 19% | 0% | -23% | -2% | -10% | ? | -5% | 6 | -4% | 1%
32 | CC(=O)Nc1ccc(S(=O)(=O)NCCC(=O)N2CCCCC2)cc1 | -1% | 5% | 2% | -1% | -2% | · | · | 0% | 1 | 0% | 2%

# From entry 21 as far as 23, as listed above:
cpd | Molecule | FLuc modulator | ELG1 repair inh | ELG1 genotoxic | BRCA1 expr up | p53 reactivation | Gal4-VP16 FLuc | RORgamma inh | Tb PFK inh | TRPV1 agonist | Rab9 prom act | NPC1 promoter act
21 | Cc1ccc(C(=O)C=CNNC(=O)c2ccccc2)cc1 | 24µM* | ? | -1% | 75% | · | 7.1µM* | 13µM* | 2% | 9 | 9% | 12%
22 | COc1cc(Cl)c(C)cc1NC(=O)CSc1nnc(CCC(=O)O)c(=O)[nH]1 | ? | 4% | -1% | -15% | 5% | 2% | 15% | 6% | -1 | 3% | 0%
23 | CC1=C(C(=O)OCCCCCl)C(c2cc3c(cc2Br)OCO3)NC(=O)N1 (stereo not given) | 5% | ? | 2% | -19% | · | -2% | 30% | 1% | 0 | 0% | -1%

# RORgamma inh, entries above that show a hit.
no. | SMILES | p53 reactivation | RORgamma inh | Tb PFK inh | TRPV1 agonist | Rab9 prom act | NPC1 promoter act
15 | Cc1cc(C(=O)Nc2ccc(N3CCOCC3)c(Cl)c2)c(C)o1 | 4% | 3.2µM* | 5% | ? | 2.8µM* | ?
21 | Cc1ccc(C(=O)C=CNNC(=O)c2ccccc2)cc1 | · | 13µM* | 2% | 9 | 9% | 12%
